Compound activity (PubChem)
LMPTP block: LMPTP phosphatase inhibitors, primary screen, biochemical, fluorescence intensity, uHTS | Low molecular weight phosphotyrosine protein phosphatase (Homo sapiens), P24666 | recombinant LMPTP-A, OMFP fluorogenic substrate | inhibition, % at 20 µM | 360,000 tested, 0.22% active | AID 651560, 2012;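 active means compounds that cut the enzyme signal by at least half of the control window in the single-dose screen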;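 further: plate controls were DMSO wells with enzyme plus substrate for no effect and substrate without enzyme for full effect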
Target sequence (P24666 whole entry, looked up): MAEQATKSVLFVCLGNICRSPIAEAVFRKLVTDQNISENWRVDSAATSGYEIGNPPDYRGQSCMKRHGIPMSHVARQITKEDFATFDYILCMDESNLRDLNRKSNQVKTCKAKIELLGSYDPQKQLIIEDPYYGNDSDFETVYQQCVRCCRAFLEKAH
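Test system – LMPTP-A phosphatase enzyme · Quantity – 0.625 nM LMPTP-A final · Reagent – OMFP substrate, 400 µM final · Dosing – one test concentration per compound, 20 µM, with 3% DMSO overall · Timing – 50 min enzyme reaction at room temperature, protected from light · Detection – fluorescence intensity · Controls – substrate-only low control, DMSO enzyme-plus-substrate high control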
Scp-1 inhibitor: Scp-1 phosphatase inhibitors, primary screen, biochemical, colorimetric, uHTS; Carboxy-terminal domain RNA polymerase II polypeptide A small phosphatase 1 (Homo …; Recombinant Scp1, phosphopeptide, malachite green phosphate absorbance; inhibition, % at 20 µM; 340,000 tested, 0.88% active;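 active means inhibition above about 50% at 20 µM, limit read from the data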;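 further: plate controls were DMSO wells with enzyme for no effect and wells lacking enzyme for full effect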
Target sequence (Q9GZU7 76-261 limits assumed): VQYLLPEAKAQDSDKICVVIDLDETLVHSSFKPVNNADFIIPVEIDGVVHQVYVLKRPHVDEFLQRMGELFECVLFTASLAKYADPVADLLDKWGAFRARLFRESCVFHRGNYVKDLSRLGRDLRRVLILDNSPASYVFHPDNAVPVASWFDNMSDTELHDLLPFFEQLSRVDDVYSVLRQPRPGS
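assay system = SCP-1 phosphatase catalytic domain, residues 76-261 | buffer or medium = 50 mM Tris acetate pH 5.5, 0.005% Tween-20, 10 mM MgCl2 | incubation = enzyme reaction 45 min at room temperature, colour 5 min, stabilisation 30 min | signal = Phosphate-binding colour reagent, absorbance read at 630 nm | measure = % inhibition at 20 µM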
SKN-1 block: suppressors of acrylamide-induced Pgst-4::GFP reporter in worms, primary screen, SKN-1 inhibitor project, whole organism, uHTS, GFP/RFP fluorescence ratio, strain VP596 | 360,000 tested, 0.49% active | C. elegans VP596 Pgst-4::GFP/RFP ratio, 24 h | inhibition, % at 21.8 µM | AID 624304, 2012;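 active means interference check ratio from 0.5 to 1.5 plus GFP to RFP signal ratio inhibition reaching or exceeding a fixed threshold, cut at about 30% in these data, passing the limit was not always enough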; further: some compounds called inactive have numbers as strong as hits
Tb MetRS inh: T. brucei MetRS inhibitors, primary screen, biochemical, luminescence; methionyl-tRNA synthetase (Trypanosoma brucei brucei); purified T. brucei MetRS, ATP depletion, Kinase-Glo luminescence; inhibition, % at 11.9 µM; 360,000 tested, 0.4% active;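 active means inhibition above a per-plate cutoff of the control wells' mean inhibition plus 3 SD, cut at about 5.5% in these data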;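 further: 0% = DMSO wells median and 100% = median of wells with control inhibitor compound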
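Material: T. brucei methionyl-tRNA synthetase, purified; reagent: substrates ATP, L-methionine and bulk Escherichia coli tRNA; dosing: 11.9 µM single point; timing: 15 min plus 2 h at 25 °C; detection: luminescence of leftover ATP; evaluation: % inhibition; control set: DMSO-only wells as low control; replicates: singlicate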
DNMT1 block: human DNMT1 methyltransferase inhibitors, primary screen, biochemical, molecular beacon, fluorescence, HinP1I cleavage, uHTS; DNA (cytosine-5)-methyltransferase 1 (Homo sapiens), P26358; inhibition (reported as % activation of signal), % at 10 µM; 360,000 tested, 0.83% active; AID 588458, 2011; in the data active means inhibition above about 50%
STEP inh: STEP phosphatase inhibitors, primary screen, biochemical, fluorescence intensity, uHTS. Tyrosine-protein phosphatase non-receptor type 5 (Homo sapiens), P54829. recombinant STEP, OMFP fluorogenic substrate. inhibition, % at 20 µM. 360,000 tested, 0.25% active. AID 588621, 2011;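 active means inhibition at 20 µM, scaled per plate between control wells, above about 37%, limit read from the data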;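 further: 0% = DMSO with enzyme and substrate and 100% = substrate only without enzyme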
Target sequence (P54829 whole entry, looked up): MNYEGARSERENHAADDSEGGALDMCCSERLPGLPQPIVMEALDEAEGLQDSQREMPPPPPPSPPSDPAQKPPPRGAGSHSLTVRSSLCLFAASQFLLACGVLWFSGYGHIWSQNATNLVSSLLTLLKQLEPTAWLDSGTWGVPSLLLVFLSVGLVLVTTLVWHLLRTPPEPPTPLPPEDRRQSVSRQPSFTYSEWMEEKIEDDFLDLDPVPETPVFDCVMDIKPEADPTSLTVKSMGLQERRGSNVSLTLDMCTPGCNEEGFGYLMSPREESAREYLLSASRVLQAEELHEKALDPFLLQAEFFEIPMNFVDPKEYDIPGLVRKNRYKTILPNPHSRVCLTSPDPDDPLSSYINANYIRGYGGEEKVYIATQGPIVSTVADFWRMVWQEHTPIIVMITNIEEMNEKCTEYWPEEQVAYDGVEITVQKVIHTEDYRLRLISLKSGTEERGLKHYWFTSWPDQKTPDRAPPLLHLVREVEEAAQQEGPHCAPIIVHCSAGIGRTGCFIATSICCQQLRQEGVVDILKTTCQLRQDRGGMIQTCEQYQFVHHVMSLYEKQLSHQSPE
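Measure: Control-normalized % inhibition with plate pattern correction | Test system: STEP phosphatase, cell-free reaction | Medium: pH 6.0 Bis-Tris with DTT and Tween 20 | Technique: Fluorescence, 480/540 nm | Times: Reaction 20 min, ambient temperature | Doses: Single compound dose of 20 µM, 1% DMSO final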
CendR NRP1 mod: modulators of CendR peptide binding to NRP-1, primary screen, biochemical, fluorescence polarization, uHTS | Neuropilin-1 (Homo sapiens), O14786 | 360,000 tested, 0.85% active | AID 602438, 2012 | FAM-RPARPAR peptide binding to NRP-1 | inhibition, % at 25 µM;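 active means inhibition or corrected inhibition above about 18%, plus a signal ratio from 0.5 to 1.5, limit read from the data, passing the limit was not always enough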; further: strong numbers were not always called active
Neddylation inh: inhibitors of cullin neddylation, primary screen, biochemical, TR-FRET, uHTS, NAE and Ubc12. 360,000 tested, 0.58% active. calls only at 25 µM. AID 651699, 2012; in the data active means inhibition above about 36%
NadD inh: inhibitors of S. aureus NadD, primary screen, biochemical, colorimetric, uHTS. Nicotinate-nucleotide adenylyltransferase NadD (Staphylococcus aureus N315). purified NadD enzyme, colorimetric absorbance read-out. inhibition, % at 20 µM. 360,000 tested, 0.78% active. AID 602399, 2012; in the data active means inhibition above about 26%; further: some compounds past the cut are filed as inactive
SUMO1-SIM PPI: modulators of SUMO1 protein-protein interactions, primary screen, biochemical, uHTS; Small ubiquitin-related modifier 1 (Homo sapiens), P63165; SUMO1 binding to a labelled peptide, TR-FRET, 1 h; inhibition, % at 20 µM; 360,000 tested, 0.33% active; AID 602429, 2012; in the data active means inhibition above about 37%
Target sequence (P63165 whole entry, looked up): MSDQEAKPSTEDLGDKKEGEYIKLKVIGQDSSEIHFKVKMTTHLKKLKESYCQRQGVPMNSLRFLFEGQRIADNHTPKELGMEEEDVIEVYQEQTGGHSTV
Starred values were filed as active, the others as inactive; i = inactive; · = not tested or not shown. No enrichment for hits, and some 4.6% of all compounds hit somewhere here.

The line under a structure holds: LMPTP block | Scp-1 inhibitor | SKN-1 block | Tb MetRS inh | DNMT1 block | STEP inh | CendR NRP1 mod | Neddylation inh | NadD inh | SUMO1-SIM PPI
O=C(O)CC(CP(=O)(c1ccccc1)c1ccccc1)C(=O)O (stereo unspecified)
    -2.0 | -5.6 | 2.8 | -0.2 | 0.6 | 2.3 | 7.5 | i | 4.0 | -1.0
CCOc1ccc(CCN2C(=O)C(=O)N([C@@H](Cc3ccccc3)CN3CCC[C@H]3CN3C(=O)C(=O)NC[C@@H]3Cc3ccccc3)C[C@@H]2Cc2ccccc2)cc1
    19.3 | · | 4.5 | -0.5 | · | · | 2.3 | i | 27.4 | 0.1
O=C(CCC(=O)Nc1ccccc1Cl)N/N=C/c1c[nH]c2ccccc12
    0.3 | 1.7 | 5.2 | 8.0* | -7.3 | -2.1 | 4.8 | i | -0.4 | -0.1
Cc1cc(-c2ccccc2)cc(=O)[nH]1
    -0.2 | -0.3 | 8.2 | -0.2 | 1.2 | -2.5 | 11.9 | i | -1.1 | 5.1
COc1ccc(C2=C(c3ccc([N+](=O)[O-])cc3)C(=O)OC2)cc1
    -0.6 | -4.9 | 7.9 | 0.0 | 1.7 | -2.4 | -9.7 | i | -1.9 | -3.6
CCc1ccccc1N(CC(=O)N1CCN(c2ccccc2)CC1)S(C)(=O)=O
    -1.2 | 1.6 | -8.0 | -0.1 | 2.9 | 2.2 | -0.2 | i | -5.1 | -3.7
Cc1ccc(Cl)cc1NC(=S)N(CCCN1CCN(C)CC1)Cc1cccs1
    -0.3 | -0.8 | -2.9 | -0.9 | 4.3 | -1.1 | 5.4 | i | -4.8 | -2.4
CC(=O)c1cn(CC(=O)Nc2ccccc2F)c2ccccc12
    -1.7 | -2.0 | -6.3 | -0.4 | 1.6 | 2.2 | 1.8 | i | -4.7 | 0.7
COc1ccc(CNC(=O)c2cccc3c(-c4cnn(C)c4)coc23)cc1OC
    0.4 | · | 9.6 | 0.0 | 2.2 | 0.5 | 11.6 | i | 2.0 | 6.4
O=CNCC(=O)NCCc1ccc(Cl)cc1
    -1.5 | -5.2 | 23.3 | -0.2 | -0.6 | -0.3 | -0.4 | i | -2.5 | -2.8
COc1ccc(NC(=O)c2sccc2C)cn1
    0.6 | -7.4 | -1.2 | -0.6 | 4.0 | -0.6 | 4.0 | i | -2.4 | -1.1
O=C(CSc1nnc(NC2CCCCC2)s1)NN1C(=O)NC2(CCCCC2)C1=O
    -0.8 | 0.7 | 10.0 | -0.1 | 3.5 | -3.1 | 3.0 | i | 0.6 | 0.4
COCCCNc1oc(-c2cccs2)nc1S(=O)(=O)c1ccc(C)cc1
    0.6 | 3.6 | -1.6 | 0.2 | 0.4 | 0.2 | 1.4 | i | -2.9 | -3.4
c1ccc(Cn2nnc3c(NCC4CCCO4)ncnc32)cc1 (stereo unspecified)
    -0.1 | -8.4 | -1.6 | -0.8 | 2.0 | -1.8 | 4.8 | i | -4.0 | -1.5
CC12C(=O)N(c3nccs3)C(=O)C1(C)C1CCC2O1 (stereo unspecified)
    -2.1 | 0.0 | -8.0 | -0.1 | 3.7 | -5.1 | -12.7 | i | -1.4 | 2.8
Cc1c(CCO)c(=O)n2c([nH]c3ccccc32)c1C#N
    -0.7 | -10.0 | 3.7 | 0.0 | -3.3 | 1.9 | -6.2 | · | -4.9 | 5.7
CCCN1CCN(C(=O)C(NC(=O)c2ccco2)C(C)C)CC1 (stereo unspecified)
    -0.5 | 0.7 | -3.0 | -1.5 | 5.0 | -1.8 | 1.6 | i | 3.2 | 1.8
CCOCCOCCC(C(=O)OCC)P(=O)(c1ccccc1)c1ccccc1 (stereo unspecified)
    0.6 | 5.7 | 0.6 | -1.2 | 1.8 | -2.0 | 1.2 | i | -0.8 | 0.1
Cc1ccc(C)c(NC(=O)c2cc(-c3ccccc3)nn2-c2ccccc2)c1
    4.2 | -8.0 | -1.2 | -0.5 | -3.3 | 5.6 | -14.8 | i | -16.8 | 1.5
CCN1C(=O)C(CC(=O)Nc2ccc(OC)cc2)N(CCc2ccc(OC)cc2)C1=S (stereo unspecified)
    1.7 | -5.2 | -2.7 | 36.4* | -2.2 | -0.9 | 12.1 | i | -9.8 | 0.9
O=C(Nc1ccc(Cl)cc1)C1CCCCN1S(=O)(=O)c1ccccc1 (stereo unspecified)
    1.0 | 2.6 | -1.5 | -0.8 | 0.4 | -7.0 | -0.5 | i | -7.2 | 19.8
O=C(OCC(=O)N(Cc1ccccc1)Cc1ccccc1)c1ccccc1NCCO
    2.7 | -4.9 | -10.8 | -0.5 | 2.5 | -1.6 | 9.1 | · | -7.2 | 0.8
FC(F)(F)C(F)(F)c1nnc2ccc(-n3ccnc3)nn12
    -0.1 | 5.8 | 10.2 | -0.2 | -1.0 | 0.6 | 2.2 | i | -1.4 | -3.8
COc1cccc(NC(=O)CCS(=O)(=O)c2cc3c(cc2Cl)NC(=O)CO3)c1
    -0.1 | -5.2 | 12.6 | -0.1 | 3.0 | 1.0 | 5.2 | i | -1.5 | 2.9
COc1ccc(C(=O)c2sc3nc(C)cc(-c4cccs4)c3c2N)cc1
    5.7 | -1.8 | 1.1 | -0.2 | -5.5 | -7.3 | -74.5 | i | -4.9 | -14.2
CCCC(=O)NC(Nc1ccc(S(=O)(=O)Nc2ncccn2)cc1)(C(=O)OCC)C(F)(F)F (stereo unspecified)
    -1.6 | -3.6 | 15.5 | 0.2 | 2.8 | 0.3 | -2.9 | i | 2.9 | 2.9
CCc1nc(N2CCCCC2C)c2oc3ccccc3c2n1 (stereo unspecified)
    3.8 | -3.9 | 9.0 | -0.8 | 2.1 | 2.7 | -7.2 | i | -2.9 | 3.3
CC1CCN(S(=O)(=O)c2ccc(NC(=O)CN3CCN(c4ccccc4)CC3)cc2)CC1
    1.6 | -9.4 | 5.3 | 0.3 | -4.4 | 1.5 | -4.5 | i | -3.9 | -2.6
CC(NCc1ccccc1Cl)C(=O)Nc1ccc(C#N)cc1 (stereo unspecified)
    -0.4 | -2.6 | 0.1 | -0.8 | -1.2 | -3.0 | -6.9 | i | -6.0 | 1.2
O=C(NC(c1ccc(Cl)cc1)c1c(O)ccc2ccccc12)c1ccccc1 (stereo unspecified)
    2.8 | -1.9 | 7.5 | 0.5 | -21.3 | -5.3 | -3.7 | i | 19.1 | 1.5

Going on with the list.
The line under a structure holds: LMPTP block | Scp-1 inhibitor | SKN-1 block | Tb MetRS inh | DNMT1 block | STEP inh | CendR NRP1 mod | Neddylation inh | NadD inh | SUMO1-SIM PPI
S=C(Nc1ccccc1)N1CCN(C(=S)c2ccccc2)CC1
    0.8 | -1.9 | -11.6 | -1.1 | -3.5 | -0.5 | 1.3 | i | -0.2 | 0.3
COc1ccc(Br)cc1C(=O)Nc1nnn(C)n1
    1.3 | -6.2 | 15.0 | 0.0 | 2.8 | -1.5 | 5.3 | i | -4.8 | 0.4
CCc1c(C)[nH]c2nc3ccccc3n2c1=O
    1.5 | -6.1 | 0.0 | 0.0 | 8.7 | -4.8 | -5.5 | · | 7.0 | 2.7
CCc1nc(SCC(=O)NCCc2ccccc2)n[nH]1
    -1.5 | 1.7 | -12.7 | 0.2 | 5.0 | 4.7 | 4.0 | i | -1.4 | -0.1
CCOC(=O)CSc1nc2sc(C(=O)O)c(C)c2c(=O)[nH]1
    0.1 | -12.2 | -11.8 | 0.4 | 5.3 | -0.7 | -9.2 | i | -0.1 | 0.7
CC1CCC(NC(=O)c2ccc(COc3ccccc3)o2)CC1 (stereo unspecified)
    2.5 | -3.5 | 4.7 | -0.8 | 1.9 | 0.1 | 0.1 | i | -3.9 | 0.8
CC1Cc2ccccc2N1C(=O)C1CCN(S(=O)(=O)Cc2ccccc2)CC1 (stereo unspecified)
    0.8 | -9.2 | 31.9* | 0.4 | 0.3 | 0.3 | 7.2 | i | -10.6 | 0.0
CC(=O)OC1OCCOC1NC(=S)Nc1ccc(C)cc1 (stereo unspecified)
    -0.4 | -11.8 | 4.3 | 0.5 | -0.5 | 1.1 | -7.9 | i | 4.8 | -1.5

One compound at a time, from the list above. Order of screens: LMPTP block | Scp-1 inhibitor | SKN-1 block | Tb MetRS inh | DNMT1 block | STEP inh | CendR NRP1 mod | Neddylation inh | NadD inh | SUMO1-SIM PPI
CC(=O)OC1OCCOC1NC(=S)Nc1ccc(C)cc1 (stereo unspecified) in the list: -0.4 | -11.8 | 4.3 | 0.5 | -0.5 | 1.1 | -7.9 | i | 4.8 | -1.5
CC1CCC(NC(=O)c2ccc(COc3ccccc3)o2)CC1 (stereo unspecified) in the list: 2.5 | -3.5 | 4.7 | -0.8 | 1.9 | 0.1 | 0.1 | i | -3.9 | 0.8
CCc1c(C)[nH]c2nc3ccccc3n2c1=O in the list: 1.5 | -6.1 | 0.0 | 0.0 | 8.7 | -4.8 | -5.5 | · | 7.0 | 2.7
CC1Cc2ccccc2N1C(=O)C1CCN(S(=O)(=O)Cc2ccccc2)CC1 (stereo unspecified) in the list: 0.8 | -9.2 | 31.9* | 0.4 | 0.3 | 0.3 | 7.2 | i | -10.6 | 0.0
